H9c2 TAG inh: reduces triacylglycerol accumulation in H9c2 cells; inhibition, % at 12.5 µM; AID 651582; Nile Red lipid (TAG) fluorescence; cells loaded with 200 µM oleic acid; hit rate 0.66% among 230,000;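 active means pattern-corrected inhibition of lipid staining of at least 50% with the nuclear-stain viability signal not falling by more than 50%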;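 further: 0% = DMSO wells and 100% = triacsin C control wells; some results filed as inactive read as strong as hits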
H9c2 TAG inh DAPI viability: second read-out of H9c2 TAG inh, no call of its own (marks repeat the call); DAPI nuclei signal change (viability), lower = more cytotoxic, %;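 whole-well DAPI fluorescence read on a plate reader as a viability signal; minus 50 percent equals half of cells still viable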
Starred values were filed as active, the others as inactive. Only part of the results is shown. The share of hits here may be higher or lower than overall.

SMILES | H9c2 TAG inh | H9c2 TAG inh DAPI viability
CCN1C=C(C(C)=O)C(=O)CC1 | 5 | -2
C=CCSc1cc(C)nc2c(-c3ccccc3)c(C)nn12 | -7 | 17
COc1ccc(-c2cc(C(=O)NNC(=O)c3csc(N4CCOCC4)n3)c3ccccc3n2)cc1OC | 20 | -5
C=CCOc1ccc(/C=C/C(=O)OCC(=O)N2CCN(S(=O)(=O)c3ccc(C)cc3C)CC2)cc1 | 11 | 6
Cn1nc(-c2ccc(Cl)cc2)c2cc(C(=O)N3CCN(C(=O)c4ccco4)CC3)sc21 | 17 | 3
C/C(=N\NC=O)c1ccncc1 | 0 | 3
O=C(Nc1ccc2[nH]c(=O)[nH]c2c1)C(F)(F)F | 1 | -6
O=C(CSCC(=O)OCC(=O)N1CCN(C(=O)c2ccco2)CC1)Nc1ccc(Cl)cc1 | -10 | 6
COc1ccc(S(=O)(=O)N2CCCC2)cc1OC | -9 | -2
CN(c1ccc(C(=O)N2CCCCCC2)cc1)S(=O)(=O)c1ccc(Cl)cc1 | -17 | -12
COc1ccccc1C/C(N)=N/OC(=O)c1cccc([N+](=O)[O-])c1 | -1 | -10
CC(=O)OCCN(C)c1cc(SC(C)C)c2nonc2c1[N+](=O)[O-] | -20 | 7
CCCCN(C(=O)c1cc(S(=O)(=O)N2CCOCC2)ccc1F)c1c(N)n(CCCC)c(=O)[nH]c1=O | 4 | 2
CCOC(=O)C1=c2s/c(=C\c3ccncc3)c(=O)n2C(N)=C(C(=O)OC)C1c1ccncc1 (configuration not stated) | -1 | 5
O=C(NCC1CCCO1)c1cc(-c2ccc(Cl)cc2Cl)on1 (configuration not stated) | -6 | -3
O=C(CN1C(=O)NC2(CCc3ccccc32)C1=O)c1ccc(F)c(F)c1 (configuration not stated) | 12 | -6
CC(C)(C)c1ccc(OCCC(=O)Nc2cccc(S(=O)(=O)N3CCCC3)c2)cc1 | -13 | -7
Cc1ccc(C)c(N(CC(=O)N(C)C)S(C)(=O)=O)c1 | 11 | -6
C=CCn1c(NCCOC)nc2c1c(=O)n(C)c(=O)n2C | -8 | 5
CC1CCN(c2c(NCc3ccc(C(=O)N4CCc5ccccc54)cc3)c(=O)c2=O)CC1 | 61 | -51
CCOC(=O)c1cc2c(=O)n3ccccc3nc2n(C)c1=NC(=O)c1c(-c2c(F)cccc2Cl)noc1C | 19 | 11
Cn1c(CN2CCOCC2)nnc1SCC(N)=O | 5 | 4
COc1cc(C=O)ccc1OC(=O)Nc1ccccc1 | -5 | 3
S=C(c1ccc2c(c1)OCO2)N1CCOCC1 | -2 | -3
CCN(c1ccccc1)S(=O)(=O)c1ccc(Cl)c(NC(=O)COC(=O)C2CC2C)c1 (configuration not stated) | -15 | -2
CCOC(=O)c1nnn(-c2nonc2-n2cccc2)c1CCl | 3 | -5
O=C(NCCCN1CCOCC1)c1onc(CSc2ccncc2)c1C(=O)NCCCN1CCOCC1 | -8 | 2
O=Cc1cn(Cc2ccccc2)nc1-c1cccnc1 | 5 | -8
CCOc1ccc(NC(=O)CN2CCN(CC(=O)Nc3ccc(F)cc3)CC2)cc1 | -8 | 10
O=C(COC(=O)c1cccc(Br)c1)NC1CCCCCCC1 | -13 | 0
COc1ccc(CCC(=O)OCC(=O)Nc2ccccc2OC(F)F)cc1OC | -2 | 3
c1ccc(CNc2nc(-c3cccnc3)cs2)cc1 | 2 | -9
CC(=O)c1c(C)[nH]c(C(=O)COc2cc(C)ccc2C(C)C)c1C | -41 | 8
CCOC(=O)c1ccc(Oc2cc(C)nc(Cl)n2)cc1 | 2 | 0
O=[N+]([O-])c1cc(-c2cnc3ccccc3n2)ccc1Cl | -2 | 8
Cc1ccc(N2C(=O)C(CC(=O)Nc3cccc(F)c3)N(CCc3ccncc3)C2=O)cc1 (configuration not stated) | 11 | -8
CCc1cccc(NC(=O)[C@@H]2CCCN2C2=NS(=O)(=O)c3ccccc32)c1 | 25 | 0
COc1ccccc1NS(=O)(=O)c1cccc(C(=O)NCC(c2ccc(F)cc2)N2CCOCC2)c1 (configuration not stated) | 8 | -12
Cc1ccc(S(=O)(=O)NCCCCC(NC(=O)OC(C)(C)C)C(=O)O)cc1 (configuration not stated) (tested in a mixture with another compound) | -3 | -4
O=C(COC(=O)CCC(=O)c1cccs1)Nc1cccc(F)c1 | 19 | -7
COc1ccc(NC(=O)c2ccc(C)cc2)cc1 | -16 | 4
NC(=O)c1ccc(/C=N/O)nc1 | 4 | 2
O=C(O)c1ccc(NS(=O)(=O)c2ccc(C(=O)Nc3ccccc3)cc2)cc1 | 9 | 1
COc1ccc2c(c1)OC[C@H]1[C@H]2N2C(=O)c3cc(OC)ccc3NC(=O)[C@@]2(C)[C@H]1c1ccccc1 | -22 | -14
CC1=CC(=C(C#N)C#N)C=C(C)N1Cc1ccc(Cl)cc1 | -5 | -14
CN(CC(=O)Nc1ccccc1Cl)C(=O)COC(=O)c1cccs1 | 7 | 3
COCCCNC(=O)CCCCCNS(=O)(=O)c1ccc(Br)cc1 | -8 | 2
CCCCOc1ccccc1NC(=O)c1scc2c1OCCO2 | 1 | -3
CC(C)(C)OC(=O)N[C@H](C(=O)OC(C)(C)C)c1ccccc1 | -8 | 3
COc1cccc(-c2ccc3nccn3c2)c1 | -10 | 3
CCOC(=O)N1CCN(C(=O)c2ccc(NC(=O)CC)cc2)CC1 | -11 | 10
COc1ccc(C(=O)N2CCN(C(=O)Cc3ccccc3)CC2)cc1 | -5 | -3
Cc1cc[n+](-c2nc3ccccc3nc2[N-]S(=O)(=O)c2cccs2)cc1C | -4 | 6
CC1=C(C(=O)OC(C)C)C(c2cccc(F)c2)N2C(=O)C(C)SC2=N1 (configuration not stated) | -2 | 7
O=C(COC(=O)c1ccc([N+](=O)[O-])o1)NC12CC3CC(CC(C3)C1)C2 | -4 | 3
O=C(Nc1ccc(Br)cn1)C1CCCN1S(=O)(=O)c1ccccc1 (configuration not stated) | 19 | -3
CC(Sc1nn(-c2ccc(Cl)cc2)c(=S)s1)C(=O)NCC1CCCO1 (configuration not stated) | 6 | -3
COc1ccc(C(=O)C(C)C(C)=O)c(OCc2ccccc2)c1OC (configuration not stated) | -12 | 5
NC(=O)c1ccc(NC(=O)COC(=O)CCC(=O)c2ccc(Cl)cc2)cc1 | -4 | 9
Cc1ccc(S(=O)(=O)N(C)C)cc1NC(=O)c1cc(=O)[nH]c2ccccc12 | 11 | -6

Next records.
SMILES | H9c2 TAG inh | H9c2 TAG inh DAPI viability
Nc1nc(N)nc(-c2cccc(Cl)c2)n1 | 3 | -6
COc1ccc(-n2cnnc2SCc2cnc(-c3ccccc3)s2)cc1 | -15 | 0
COc1ccc(S(=O)(=O)N2CCC(Nc3ccccc3Cl)CC2)cc1 | 5 | 5
COc1ccc(Cl)cc1C(=O)Nc1ccc(NC(=O)C(C)C)cc1 | -12 | 8
CCN1CCc2c(C#N)c(N3CCCCC3)nc(N3CCOCC3)c2C1 | 33 | 25
O=C(Nc1nc(OCCN2CCCC2=O)cnc1/C=C\c1ccccc1)c1cc2ccccc2s1 | -2 | 2
CCCCn1nc(C(=O)Nc2ccc(S(=O)(=O)Nc3ncccn3)cc2)c2ccccc2c1=O | 7 | -5
Cc1cccc(N2C(=O)SC(N(C)c3ccccc3)C2=O)c1 (configuration not stated) | 0 | 0
NC1=NC(=O)/C(=C/C=C/c2cccs2)S1 | 4 | 8
COc1ccc(OC)c(NC(=O)CSCC(=O)O)c1 | 2 | 0
O=C(Cn1c(=O)oc2cc(S(=O)(=O)N3CCCC3)ccc21)Nc1ccccn1 | 2 | -8
O=C(O)c1nccnc1C(=O)Nc1ccccc1-c1ccccc1 | -8 | 5
COc1ccc(C)cc1NC(=O)c1cccc(C(=O)Nc2cc(C)ccc2OC)n1 | -27 | 8
O=C1c2ccccc2C(=O)N1CCCCN(C(=O)c1ccco1)c1ccc(Cl)cc1 | -17 | 1
CCCc1cc2c(-c3ccccc3)cc(=O)oc2cc1OCc1ccc(C(=O)O)o1 | 13 | -7
CCOc1ccc(OCCC(=O)NNC(=O)c2cc(C)oc2C)cc1 | 0 | 0
CCc1cccc(C)c1NC(=S)NCc1ccc2c(c1)cc(C)n2C | 3 | 0
CCOc1ccc2nc(NC(=O)c3cnc(C)cn3)sc2c1 | 0 | 7
CCOC(=O)c1cn[nH]c1N | -8 | -1
Oc1ccc(C=Nc2cccc3ccccc23)c(O)c1 | 10 | -8
CCC(CC)NC(=O)c1cc([N+](=O)[O-])ccc1N1CCOCC1 | 10 | -15
CSc1nc(N)nc(C(C)C)n1 | -2 | 0
COc1ccccc1N1CCN(CCN2C(=O)C3CCCCN3C2=O)CC1 (configuration not stated) | 2 | -2
O=[N+]([O-])c1cccc(-c2c(-c3ccccc3)ncc3ccc(F)cc23)c1 | -7 | 12
Cn1cc([N+](=O)[O-])c(C(=O)NCc2ccccc2)n1 | 4 | 1
Cc1[nH]nc2c1/C(=N\O)CC(C)(C)C2 | -3 | 0
COc1ccc(CN2C(=O)c3ccccc3C(/C=N/OCc3ccc(Cl)cc3)C2=O)cc1 (configuration not stated) | 1 | 4
CCOC(=O)N1CCN(C(=O)CN(C)S(=O)(=O)c2ccc3c(c2)C(C)(C)C(=O)N3C)CC1 | -15 | 7
CCCCC(=O)N(c1ccc(C(=O)O)cc1)c1nc(-c2ccc(Cl)cc2)c(CC)s1 | -12 | 10
COc1ccc(C(=O)N2CCCCC2c2cc(C(=O)Nc3ccc(F)c(Cl)c3)no2)cc1 (configuration not stated) | 3 | -1
Nc1ncnc2c1ncn2[C@@H]1O[C@H](CNCc2c(OCc3ccccc3F)ccc3ccccc23)[C@@H](O)[C@H]1O | 16 | 8
CCOc1ccc(NC(=O)C(CC(=O)O)Cc2ccccc2)cc1 (configuration not stated) | 1 | -3
Cc1ccc2c(c1)C(=O)CC1(CCCC1)O2 | -4 | -6
CN(C)/C=N/c1cc(=O)[nH]c(=O)n1C | -14 | 1
c1ccc(-c2cc3c(ccc4nonc43)nn2)cc1 | 10 | 2
CCOc1ccc(C(C)NC(=O)c2cccnc2OCC)cc1OCC (configuration not stated) | -17 | 10
CC(C)(C)CN1CCNC[C@H]1Cc1cccc2ccccc12 | 21 | 8
CCOc1ccc(NC(=S)N(CCc2c(C)[nH]c3ccccc23)Cc2ccco2)cc1 | 1 | 9
CCOc1cc(NC(=S)NCCCN2CCOCC2)c(OCC)cc1NC(=O)C1CC1 | -1 | -9
CCOc1ccccc1OCCC(=O)OCC(=O)Nc1c(C)nn(-c2ccccc2)c1C | -5 | 2
COc1cc(NC(=O)c2ccc(-c3ccnn3C)c3ccoc23)cc(OC)c1OC | 12 | 0
Cc1ccc(S(=O)(=O)N2CCOCC2)cc1NC(=O)COC(=O)CNC(=O)c1ccc(C(C)(C)C)cc1 | 8 | -27
O=S1(=O)CC(NCc2ccccc2)C(Nc2ccc(Cl)cc2)C1 (configuration not stated) | -19 | 8
Cc1cc2ccccn2c1C(=O)c1ccc(N/N=C/c2ccc(C(=O)O)cc2)c([N+](=O)[O-])c1 | 2 | -3
O=C(CN1CCN(Cc2ccccc2)CC1)N/N=C/c1ccco1 | 3 | -2

Profiles, looked up by structure.
Entry for CCOc1ccc(NC(=S)N(CCc2c(C)[nH]c3ccccc23)Cc2ccco2)cc1 → H9c2 TAG inh: 1; H9c2 TAG inh DAPI viability: 9
Entry for O=C(CN1CCN(Cc2ccccc2)CC1)N/N=C/c1ccco1 → H9c2 TAG inh: 3; H9c2 TAG inh DAPI viability: -2

Structural class, the compounds so far containing a furan ring, fused or not.
SMILES | H9c2 TAG inh | H9c2 TAG inh DAPI viability
Cn1nc(-c2ccc(Cl)cc2)c2cc(C(=O)N3CCN(C(=O)c4ccco4)CC3)sc21 | 17 | 3
O=C(CSCC(=O)OCC(=O)N1CCN(C(=O)c2ccco2)CC1)Nc1ccc(Cl)cc1 | -10 | 6
O=C(COC(=O)c1ccc([N+](=O)[O-])o1)NC12CC3CC(CC(C3)C1)C2 | -4 | 3
O=C1c2ccccc2C(=O)N1CCCCN(C(=O)c1ccco1)c1ccc(Cl)cc1 | -17 | 1
CCCc1cc2c(-c3ccccc3)cc(=O)oc2cc1OCc1ccc(C(=O)O)o1 | 13 | -7
CCOc1ccc(OCCC(=O)NNC(=O)c2cc(C)oc2C)cc1 | 0 | 0
CCOc1ccc(NC(=S)N(CCc2c(C)[nH]c3ccccc23)Cc2ccco2)cc1 | 1 | 9
COc1cc(NC(=O)c2ccc(-c3ccnn3C)c3ccoc23)cc(OC)c1OC | 12 | 0
O=C(CN1CCN(Cc2ccccc2)CC1)N/N=C/c1ccco1 | 3 | -2

Further structures
SMILES | H9c2 TAG inh | H9c2 TAG inh DAPI viability
COC(=O)c1[nH]c2ccccc2c1NC(=O)CN1CCN(c2cccc(Cl)c2)CC1 | 24 | -2
CCCCN1C2=C(C(=O)CC(C)(C)C2)C(c2ccccc2)C2=C1c1ccccc1C2=O (configuration not stated) | 11 | -9
NS(=O)(=O)c1ccc2c(c1)C1C=CCC1C(C1CC=CCC1)N2 (configuration not stated) | 26 | -24
Cn1c(=O)c2c(ncn2CCN(CCO)Cc2ccccc2)n(C)c1=O | 1 | 5
O=C(NCCCN1CCCC1=O)c1cccc(NS(=O)(=O)c2ccc(Br)cc2)c1 | -1 | -2
COCc1[nH]nc2c1C(c1ccc(OC)c(OC)c1)C(C#N)=C(N)O2 (configuration not stated) | -18 | 4

Assay outcomes from PubChem.
